# Screening data as filed in PubChem BioAssay.
# NR2E3 ag-1 – human photoreceptor-specific nuclear receptor agonism; CHO-S Gal4-NCOR/VP16-NR2E3 two-hybrid, luciferase; inhibition of corepressor binding, % at 3.98 µM; hit rate 0.35% among 360,000; AID 602229;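 active = inhibition above the mean of all tested compounds plus 3 SD, cut at about 70% in these data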;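 also: 0% = DMSO with NR2E3 transfected cells and 100% = cells lacking NR2E3 construct; higher means lower luciferase signal from less NR2E3 corepressor binding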
# Target sequence (Q9Y5X4 whole entry, looked up, the tested form may be a part): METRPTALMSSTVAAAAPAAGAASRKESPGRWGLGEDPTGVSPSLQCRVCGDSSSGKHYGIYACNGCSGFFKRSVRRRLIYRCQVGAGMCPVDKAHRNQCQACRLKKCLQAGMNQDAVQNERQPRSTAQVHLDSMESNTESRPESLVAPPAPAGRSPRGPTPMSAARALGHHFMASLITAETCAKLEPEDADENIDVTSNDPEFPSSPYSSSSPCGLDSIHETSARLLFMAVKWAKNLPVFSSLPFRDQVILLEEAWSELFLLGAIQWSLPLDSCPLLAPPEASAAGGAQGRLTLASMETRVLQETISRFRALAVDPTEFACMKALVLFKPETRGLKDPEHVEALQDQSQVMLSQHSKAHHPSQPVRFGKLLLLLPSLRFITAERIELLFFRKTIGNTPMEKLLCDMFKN
# TROY NFkB inh – TROY signaling inhibition; AID 1347056; inhibition, % at 10 µM; Q293 LMP1-TROYcd NF-kB luciferase reporter, 4 h; hit rate 0.98% among 360,000;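 active = compounds whose plate-normalised and pattern-corrected inhibition of the luciferase reporter signal at the single screening dose is 50% or more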
# TRAIL sens C8 – caspase-8 TRAIL sensitization; NB7+C8 cells + TRAIL, ATPlite viability luminescence; inhibition (viability loss, TRAIL sensitization), % at 10 µM; hit rate 1% among 360,000;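 active = compounds causing at least 50% loss of cell viability in the single-dose screen, relative to plate controls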
# NR2E3 ag-2 – activates human photoreceptor nuclear receptor NR2E3 | Q9Y5X4 | GST-NR2E3/biotin-RetCOR TR-FRET, 1536-well | inhibition of corepressor binding, % at 4.78 µM | hit rate 0.12% among 320,000 | AID 2300;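 active = percent inhibition above the cutoff of mean plus 3 SD of all tested compounds, set per screening campaign, cut at about 20% in these data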;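 also: 0% = DMSO wells and 100% = biotin wells as full block of FRET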
#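 System: GST-tagged NR2E3 plus biotinylated RetCOR corepressor; Buffer or medium: pH 7.5 Tris-based buffer; Probe or stimulus: RetCOR corepressor, biotinylated, 7 nM; Doses: compound at 4.8 µM, single dose; Schedule: 5 h incubation at 4 °C; Technique: time-resolved FRET; Evaluation: percent inhibition of TR-FRET ratio; Replication: one well per compound, singlicate testing.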
# TWEAK Fn14 block – blocks TWEAK-Fn14 interaction in a reporter cell assay; TWEAK-stimulated Fn14 reporter cells, luciferase luminescence, 8 h; inhibition, % at 10 µM; hit rate 2% among 360,000; in the data active = inhibition above about 50%
# Shn3 3UTR inh – Schnurri-3 reporter inhibition in Clone20 osteoblasts. Clone20 osteoblast Shn3 3'UTR firefly luciferase, 24 h. inhibition, % at 12.5 µM. hit rate 0.52% among 360,000;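 active = mean inhibition of at least 75% with every replicate also reaching 75%; inconclusive = mean inhibition at least 75% but some replicate below; inactive = mean inhibition below 75%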;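 also: 0% = median of neutral control wells and 100% = pilot-screen positive control compound; some compounds past the cut are filed as inactive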
# Peg3 prom inh – inhibitors of Peg3 promoter. HeLa PEG-Prom luciferase reporter, luminescence, overnight. inhibition, % at 20 µM. hit rate 1.7% among 360,000. AID 588405;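 active = inhibition of at least 50% at 20 µM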
# HIF-2a block – inhibitors of HIF-2a. 786-0 RCC cells HIF-2a reporter, luciferase luminescence, overnight. inhibition, % at 18.8 µM. hit rate 0.72% among 360,000. AID 624352;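 active = inhibition of the luminescence signal of 40% or more relative to plate controls, in a single-dose primary screen at 18.75 µM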
# TRPM1 prom inh – inhibitors of MITF-driven TRPM1 promoter in melanoma cells; SK-MEL-5 TRPM1 promoter luciferase, 24 h; inhibition, % at 12.5 µM; hit rate 0.83% among 330,000;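 active = mean inhibition across replicates of 60% or more, whatever share of single replicates reaches that level; inconclusive = some that reach 60%, reason not given; inactive = mean inhibition across replicates below 60%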; also: values of inactives mirror those of a sister screen read the other way
# CF NFkB inh – blocks PAF-induced NF-kB reporter in cystic fibrosis cells. KKLEB NF-kB-GFP reporter, GFP fluorescence overnight. inhibition, % at 5 µM. hit rate 0.86% among 360,000;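 active = at least 50% inhibition at 5 µM, scaled per plate between neutral and stimulator controls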;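 also: PAF is a Pseudomonas aeruginosa culture filtrate used as stimulus; plate controls were PAF-stimulated DMSO wells for no effect and unstimulated DMSO wells for full effect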
# KKLEB tox – reduces viability of KKLEB cystic fibrosis airway cells | AID 602141 | activity change (cytotoxicity), % at 5 µM | KKLEB CF airway cells viability, ATPlite luminescence, overnight; hits give low values; cells stimulated with P. aeruginosa culture filtrate | hit rate 0.36% among 360,000;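 active = corrected activity change at or below -50% at 5 µM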
# Starred values were filed as active, the others as inactive; ? = inconclusive; . = no result given. These rows are one share of the data. The share of hits here may be higher or lower than overall.
SMILES,NR2E3 ag-1,TROY NFkB inh,TRAIL sens C8,NR2E3 ag-2,TWEAK Fn14 block,Shn3 3UTR inh,Peg3 prom inh,HIF-2a block,TRPM1 prom inh,CF NFkB inh,KKLEB tox
COc1nn(CC(=O)N2N=C(C)CC2(O)C(F)F)cc1[N+](=O)[O-] (configuration not stated),4,-5,-4,-3,-9,1,6,4,1,6,14
O=C(Nc1ccncc1)c1sc2ccccc2c1Cl,-56,-42,-3,3,-1,-10,-241,-264,-10,-2,-7
COc1ccc(Nc2nc(NC(C)(C)C)nc(N3CCOCC3)n2)c(OC)c1,15,18,-3,2,7,19,-5,24,7,15,-7
COc1ccc(NC(=O)CN(C)S(=O)(=O)c2ccccc2)c([N+](=O)[O-])c1,-9,-39,9,2,-20,-7,-29,-28,-21,-1,12
Cc1ccc(-c2nnn(CC(=O)N(CC3CCCO3)C(C(=O)NC3CCCC3)c3ccc(O)cc3)n2)o1 (configuration not stated),-16,1,-1,3,14,-4,17,20,6,0,11
COc1ccc(C(=O)NC2CCN(S(=O)(=O)c3ccc(F)cc3)CC2)cc1,-28,11,8,0,10,15,3,1,13,-5,-5
Cc1ccccc1OCCn1c(CCNC(=O)C(C)C)nc2ccccc21,-21,-6,24,3,0,18,2,11,-5,-4,6
O=C(c1ccc2c(=O)n3c(nc2c1)CCCCC3)N1CCCCC1,-5,6,-1,-1,13,-1,-11,3,5,1,5
COC(=O)C(C)Sc1nc(NCc2ccccc2)nc(N(C)C)n1 (configuration not stated),24,5,-13,-3,-2,12,20,13,3,-4,7
O=C(NNC(=S)Nc1ccccc1)c1cccc(Br)c1,-89,-21,-23,4,-14,-43,-196,-281,-6,1,7
COc1cc(/C=C2\C(=N)N3N=C(S(C)(=O)=O)SC3=NC2=O)cc(OC)c1OCCOc1ccccc1C,-17,-14,-16,2,-2,11,7,8,4,7,0
CNC(=O)CN(c1ccc(F)cc1)S(=O)(=O)c1cc(C)ccc1OC,-5,16,-6,1,0,-28,6,7,4,0,3
CCN(CC(=O)Nc1cccc(OC)c1)c1ncnc2sc(C)c(C)c12,71*,24,9,-1,16,46,12,26,14,0,7
CC(C)C[C@@H](CNCC(=O)[C@H](C)NC(=O)c1[nH]cnc1C(=O)N[C@@H](C)CN)NC(=O)c1nc[nH]c1C(=O)N[C@@H](C)C(=O)O,-7,9,6,.,17,-1,-19,2,1,7,4
Cc1cc(NC(=O)c2cccc(S(=O)(=O)N3CCOCC3)c2)no1,-22,2,-12,3,-18,0,13,23,-8,1,-4
Cn1c(N)c(C(=O)COC(=O)/C=C/c2ccc(Cl)c(Cl)c2)c(=O)n(C)c1=O,-3,25,8,.,14,20,-13,3,-4,7,-11
CCN(c1ccccc1)S(=O)(=O)c1cnc[nH]1,5,-15,0,2,1,3,-2,10,3,3,2
COc1cccc(N2CC(C(=O)N3CCC4(CC3)CC(=O)c3ccccc3O4)CC2=O)c1 (configuration not stated),23,2,-36,2,5,12,5,-3,7,-12,12
NS(=O)(=O)c1ccc(NC(=O)COC(=O)c2cc([N+](=O)[O-])ccc2Cl)cc1,-10,14,-9,3,-12,8,6,9,15,4,-3
Cn1c2ccccc2c(=O)c2c(=O)n(-c3ccc(F)cc3)c(C3CCCCC3)nc21,3,-2,-15,.,-11,-6,5,10,-1,-4,4

# 3 entries from above, sorted by the value under NR2E3 ag-2, lowest first.
Structure | NR2E3 ag-1 | NR2E3 ag-2 | TWEAK Fn14 block | Shn3 3UTR inh | Peg3 prom inh | HIF-2a block | TRPM1 prom inh | CF NFkB inh
CCN(CC(=O)Nc1cccc(OC)c1)c1ncnc2sc(C)c(C)c12 | 71* | -1 | 16 | 46 | 12 | 26 | 14 | 0
COc1ccc(NC(=O)CN(C)S(=O)(=O)c2ccccc2)c([N+](=O)[O-])c1 | -9 | 2 | -20 | -7 | -29 | -28 | -21 | -1
NS(=O)(=O)c1ccc(NC(=O)COC(=O)c2cc([N+](=O)[O-])ccc2Cl)cc1 | -10 | 3 | -12 | 8 | 6 | 9 | 15 | 4

# (next part)
SMILES,NR2E3 ag-1,TROY NFkB inh,TRAIL sens C8,NR2E3 ag-2,TWEAK Fn14 block,Shn3 3UTR inh,Peg3 prom inh,HIF-2a block,TRPM1 prom inh,CF NFkB inh,KKLEB tox
CCSc1oc(-c2ccco2)nc1S(=O)(=O)c1ccc(F)cc1,-1,13,-10,-3,-3,3,11,11,2,5,4
CCOc1ncccc1C(=O)N1CCN(S(=O)(=O)c2ccc(Br)cc2Cl)CC1,3,10,10,1,-3,-7,16,16,4,6,-8
OCCN1CCN(c2nc(-c3ccccc3)c3cc(Cl)ccc3n2)CC1,8,-15,15,4,-3,0,47,14,-14,13,-9
CC1(C(=O)NCc2ccncc2)Cc2c(-c3cccc(C(F)(F)F)c3)ccnc2O1 (configuration not stated),21,-5,-6,.,1,-15,26,25,.,12,-14
CN(CCC#N)C(=O)COC(=O)c1ccc2c(=O)n3c(nc2c1)CCC3,-12,26,-4,7,10,-34,6,17,4,-11,17
CS(=O)(=O)N(CC(=O)Nc1ccc(F)cc1F)c1cccc([N+](=O)[O-])c1,-11,2,-18,3,5,32,12,19,-2,10,-30
O=C1C=C(N2CCCCCC2)C2(CCCCC2)O1,3,9,0,1,5,-14,12,8,4,-3,-21
Cc1ccc(S(=O)(=O)NCC2CCC(C(=O)N3CCN(C)CC3)CC2)cc1 (configuration not stated),-5,-17,11,1,1,-16,14,10,-10,1,12
O=c1[nH]cnc2c1ncn2-c1ccc(Cl)cc1,-5,-5,5,.,11,-13,23,-5,7,10,-12
Cc1cnc(C(=O)N(CCCn2ccnc2)C2C(=O)Nc3ccccc3N=C2c2ccccc2)cn1 (configuration not stated),-20,5,3,.,3,-22,-5,-1,.,8,-17
CC(C)N(Cc1nc(-c2ccccc2)no1)C(=O)c1ccc2c(c1)OCO2,-5,-11,21,-1,12,17,10,3,-2,0,7
Cc1n[nH]c(=S)n1/N=C/c1ccccc1OCc1ccc(Cl)cc1,-60,-32,23,2,-26,-41,-205,-134,-60,5,-14
CCOCCCn1c(SCC(=O)Nc2oc(C)c3c(C)n[nH]c(=O)c23)nc2ccccc2c1=O,18,-5,-6,.,-1,5,-3,0,-4,-26,12
Cc1cccc(NC(=O)c2onc3c2CCCC3)c1C,-110,-61,21,-1,-9,-37,-251,-230,-85,-4,-5
CCCCc1cc(=O)oc2c(C)c(OCC(=O)N3CCC(C(N)=O)CC3)ccc12,-9,-1,0,3,-5,-29,-18,1,-2,-11,18
CC(C)N1C(=O)N(c2ccccc2)C(C)(O)CC1(C)C (configuration not stated),16,-1,-4,0,5,-23,6,16,-8,-13,11
CCNC(=O)C1CCCN(C(=O)C(c2ccccc2)c2ccccc2)CC1 (configuration not stated),1,0,-10,.,-3,-21,2,15,.,-11,2
O=C(Nc1ccc(OC(F)(F)F)cc1)C1CCCCN1S(=O)(=O)c1ccccc1 (configuration not stated),13,23,21,.,26,14,12,9,12,-8,2
O=C(c1coc(=O)c(Br)c1)N1CCCc2ccccc21,-35,8,0,-2,29,-35,-31,-25,-5,-14,3
CC1(C(=O)O)CCC(C(=O)N2CCOCC2)C1(C)C (configuration not stated),-17,-6,-12,0,-9,14,3,12,-6,16,-16
COC(=O)c1ccc(OCC(=O)N2CCCc3ccccc32)cc1,-25,0,10,1,32,18,-25,-16,-7,6,-4
Cc1nc(NC(=O)CSc2nnc(N)s2)c(Cl)cc1Cl,-11,-18,-4,-1,-30,-4,-10,11,18,2,3
O=C1Cc2cc(S(=O)(=O)NCc3ccccc3Cl)cc3c2N1CCC3,22,15,-17,0,-7,3,8,5,-5,-4,-2
Cc1cc(C)n2nc(C(=O)OCC(=O)N(C)C3CCCCC3)nc2n1,13,7,-6,2,0,-16,1,11,6,-1,-2
Cc1ccc(C)c2c1cc(C)c1nnc(SCC(=O)Nc3nc4c(s3)CCCC4)n12,-2,12,14,1,11,-19,17,9,12,6,-15
O=C(Nc1ccc(-c2ccccc2)cc1)c1ccco1,3,-4,-19,-2,7,16,6,12,3,10,-3
COC(=O)CCC(=O)Nc1nnc(C(F)(F)F)s1,0,3,-3,3,2,20,-3,6,-8,0,-5
O=C(CSc1nnc(-c2ccco2)o1)c1ccccc1,-23,-11,7,0,-29,-23,-93,-72,-27,-22,8
C=CC[C@@H](CC(=O)NCCO)C(=O)N[C@H](C)COC(=O)[C@@H](CC=C)Cc1ccc(F)cc1,-25,5,4,.,2,-5,2,10,5,18,-8
CC(=O)N1CCc2cc(S(=O)(=O)C(C)CC(=O)NCc3ccco3)ccc21 (configuration not stated),-40,-14,-5,.,1,-2,1,6,.,-8,0
Cc1ccc(NC(=O)CCc2c(C)nn(-c3ccc(N4CCCCC4)nn3)c2C)cc1F,-65,-47,3,1,-9,-30,-323,-198,-47,-8,-12
COc1ccc(C(=O)/C=C\N2CCOCC2)cc1,-5,5,-2,4,2,-12,-55,-80,-1,7,-10
COC(=O)C1=C(C)N(Cc2cccnc2)C(=O)/C1=C\c1sccc1C,0,15,-1,-1,-30,2,17,16,11,-4,-23
Cc1nc(SCC(=O)Nc2nc3ccccc3s2)c(C#N)c(C)c1C,93*,92*,95*,0,107*,?,93*,89*,96*,27,-49
CC(=O)Nc1cccc2cc(O)ccc12,-37,9,1,.,16,-9,3,3,6,-9,18
Cc1ccc(S(=O)(=O)N2CCN(CC(=O)N3CCCC3)CC2)c(C)c1,5,-2,3,.,-4,-8,7,8,.,-13,9
Cc1ccc2cc(COC(=O)c3ccncc3)c(=O)[nH]c2c1,-8,-11,-4,-1,1,-1,-21,7,8,1,-6
COc1ccc(C(=O)NCC(C)(C)N2CCOCC2)cc1S(=O)(=O)NCc1ccc(Cl)cc1,17,0,-17,.,-6,14,-3,-1,1,-1,4
COc1ccc(NS(=O)(=O)c2ccc(S(=O)(=O)N3CCCC3)cc2)cc1,18,10,-2,1,13,19,-2,12,-3,-6,-2
CC(=O)Nc1cc2c(cc1NC(=O)c1cnccn1)OCCO2,1,7,-5,0,1,1,14,14,5,0,-2
COc1cc(C(C)=O)ccc1OCC(=O)N1CCc2ccccc2C1,-18,-20,-12,3,-41,-1,5,0,-2,0,2
CCNC(=O)CSC1=N/C(=C\c2ccc(O)c(OCC)c2)C(=O)N1c1ccc(OC(F)F)cc1,-9,-17,-9,-2,-31,-4,5,8,7,-8,8
CCc1ccccc1S(=O)(=O)Cc1ccc(C(=O)NCC2CCCO2)o1 (configuration not stated),2,7,-1,1,19,1,16,13,-5,-5,9
COCCOC(=O)c1c(C)n(C)c2ccc(OC(=O)N3CCOCC3)cc12,-3,5,8,-1,-1,0,4,12,-2,-28,12
